Bioassay records (PubChem)
IDE cell inh: inhibits human insulin-degrading enzyme in HEK cells. FAbetaB cleavage, fluorescence polarization. AID 434962. inhibition, % at 5.59 µM. 0.41% of 320,000 active. P14735;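 active = percent inhibition above the average of all tested compounds plus 3 SD, set per screening campaign, cut at about 16% in these data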;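 note: IDE supplied by intact live HEK cells; FP after avidin binding of uncleaved biotin substrate so inhibition keeps polarization high; 0% = DMSO wells and 100% = 60 µM reference IDE inhibitor Ii1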
IMP-1 inh: blocks Pseudomonas aeruginosa IMP-1 metallo-beta-lactamase | 0.45% of 290,000 active | purified IMP-1, nitrocefin hydrolysis, epi-absorbance fluorescence | inhibition, % at 5.6 µM | AID 1556;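 active = inhibition above the mean plus 3 SD of all compounds in the same screening run, cut at about 4.5% in these data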;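 note: 0% = IMP-1 with DMSO and 100% = DMSO wells lacking enzyme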
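System: Purified recombinant IMP-1 metallo-beta-lactamase enzyme | Measured by: Fluorescence quenching readout, ex 480/em 530 nm | Replication: Singlicate | Incubation: 15 min preincubation plus 25 min reaction at 25 °C | Evaluation: Percent inhibition from optical density relative to buffer-blank wells | Benchmarks: DMSO with and without IMP-1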
VIM-2 inhibitor: inhibitors of Pseudomonas aeruginosa VIM-2 metallo-beta-lactamase; purified VIM-2, nitrocefin hydrolysis, epi-absorbance fluorescence; inhibition, % at 5.6 µM; 0.89% of 290,000 active;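 active = inhibition above the mean of all tested compounds plus 3 SD, cutoff set per screening run, cut at about 7.5% in these data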;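 note: red hydrolysis product quenches plate fluorescence so inhibitors raise well fluorescence; 0% = enzyme with DMSO and 100% = DMSO without enzyme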
M18AAP inhibitor: PfM18AAP enzyme inhibition. 1.2% of 290,000 active. AID 1822. inhibition, % at 7.35 µM. recombinant PfM18AAP, H-Glu-NHMec fluorogenic cleavage;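 active = inhibition above the campaign mean inhibition over all tested compounds plus 3 SD, cut at about 28% in these data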;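 note: 0% = plate median of test compound wells and 100% = 2 mM ZnCl2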
NALP1 inh: inhibitors of NALP1 inflammasome in yeast; S. cerevisiae NALP1/ASC/caspase-1 growth, X-gal OD620, 72 h; inhibition, % at 10 µM; 0.61% of 280,000 active; AID 2071; in the data active = inhibition mostly above about 24%, no sharp cut-off; inactive = mostly below about 32%; note: some compounds called inactive have numbers as strong as hits
p-CIP stab down: lowers stability of the mouse p/CIP coactivator protein. 0.01% of 290,000 active. decrease of EGFP signal, % at 10 µM. F442A p/CIP-EGFP cells, EGFP fluorescence, 16 h. AID 1984;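 active = EGFP signal decrease of at least 30% at 10 µM or well 3 SD below plate mean, unless failing retest; inactive = the rest, including hits failing retest or dose response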; note: some compounds called inactive have numbers as strong as hits; many of its hits are not listed in these tables
IDE cell activ: IDE (human) activation, cell-based; P14735; HEK cells, FAbeta-B cleavage, fluorescence polarization; 0% vehicle, 100% cell-free pure enzyme wells; 0.073% of 340,000 active; activation, % at 5.96 µM;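 active = activation above the mean of all tested compounds plus 3 SD, set per screening campaign, cut at about 17% in these data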
PHOSPHO1 block: PHOSPHO1 (human) inhibition; inhibition, % at 13.3 µM; recombinant PHOSPHO1, absorbance phosphatase assay; 1.1% of 290,000 active; Q8TCT1; AID 1565; in the data active = inhibition above about 60%
GPR7 antagonist: antagonists of human GPR7 (neuropeptides B/W receptor 1). AID 1861. P48145. GPR7-expressing cells, fluorescence antagonist assay. 1.1% of 290,000 active. inhibition, % at 4.4 µM; in the data active = inhibition above about 16%, passing the limit was not always enough;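 note: cells stimulated with the agonist NPW; 0% = agonist with vehicle and 100% = vehicle without agonist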
Numbers without * were called inactive; nt = no result given.

no.	SMILES	IDE cell inh	IMP-1 inh	VIM-2 inhibitor	M18AAP inhibitor	NALP1 inh	p-CIP stab down	IDE cell activ	PHOSPHO1 block	GPR7 antagonist
1	Cc1cc(N2CCOCC2)ccc1/C=C1\NC(=O)N(Cc2ccccc2)C1=O	1	-2.4	-2.9	-4	0	-5	3	2	0
2	O=C(NCC(=O)N(Cc1ccc(F)cc1)C(C(=O)NCC1CCCO1)c1ccccc1)c1ccco1 (centres undefined)	4	-2.0	-2.1	5	3	2	2	23	-8
3	Cc1c(O)c(=O)ccn1Cc1ccccc1	-2	-4.6	-1.7	3	23	-4	-2	16	-8
4	CCN(CC)CCCNC(=O)c1ccccc1C	4	-0.6	-2.4	1	3	-11	-1	-4	15
5	CCOC(=O)c1c(NC(=O)CN2CCOCC2)sc2c1CCCC2	0	-4.2	-3.9	7	16	0	8	-6	-13
6	C/C(=C\c1ccccc1)C1NC(=O)c2c(sc3c2CCCC3)N1 (centres undefined)	3	-2.2	-4.8	25	31	-7	4	12	-11
7	Cc1cccc(-n2nnnc2SCC(=O)c2cc(C)n(Cc3ccco3)c2C)c1	0	-1.3	-2.4	3	-34	-2	-5	76*	-8
8	CC1(C)NC(=O)N(CCOCCOc2ccccc2)C1=O	1	0.0	0.2	26	16	-10	5	21	7
9	Cc1ccc(C)c(SCC(=O)NNC(=O)c2csc(N3CCOCC3)n2)c1	4	-4.5	-6.7	6	4	1	-1	48	-8
10	COc1ccc(C)cc1NC(=O)CN(Cc1nnc(-c2ccc(Cl)cc2)o1)C1CCCC1	0	-2.3	-2.4	3	0	-4	7	-1	2
11	Cc1ccc(/C=N/n2c(-c3cccc(Cl)c3)n[nH]c2=S)o1	-7	-3.0	-2.6	8	-10	-1	nt	12	-10
12	O=C(Cn1c(=O)oc2cc(S(=O)(=O)N3CCCC3)ccc21)Nc1ccccc1Br	5	-1.4	0.5	0	nt	-13	1	42	-9
13	CCCC(=O)c1ccc(N2CCCCC2)c(F)c1	-3	0.0	-0.6	-1	5	-3	4	-1	-13
14	COc1ccc(-c2ccccc2)cc1NCc1ccccc1C	4	1.0	0.3	-3	36	-4	-1	-16	-16
15	Cc1ccc(NC(=O)CSc2nc3[nH]ncc3c(=O)[nH]2)cc1	4	-2.2	-2.8	15	0	5	1	56	-11
16	Cc1ccc(C)c(C2=CSC3=NCCN23)c1	-2	-4.5	-0.9	-1	-30	-4	-3	7	-8
17	COc1ccc(NC(=O)Cc2nnc(SCC(=O)c3ccc(F)cc3)n2C)cc1	-5	-3.0	-1.6	-5	11	-12	0	43	-5
18	O=C(NC1CCCC1)C(c1cc2c(cc1[N+](=O)[O-])OCO2)N1CCCC1 (centres undefined)	-2	-3.8	-2.3	5	21	4	1	-11	-13
19	CCc1nnc(NC(=O)OCc2ccccc2)s1	3	0.5	-3.0	10	37	-12	2	7	0
20	CC(=O)Nc1cccc(C(=O)OCC(=O)NC(C)c2ccc(F)cc2)c1 (centres undefined)	3	-2.6	-2.7	-2	8	12	12	11	-18
21	COc1ccc(-c2nc3nc(C)cc(=O)n3[nH]2)cc1	0	-2.0	-1.1	-4	-9	-2	2	-3	0
22	Cc1nn(C)cc1CNC(=O)Nc1cccc(Cl)c1	2	0.0	-1.8	-6	40	8	2	21	3
23	Cc1ccc2oc3nc(C)c(C(=O)Nc4cccc(C(F)(F)F)c4)cc3c(=O)c2c1	0	-0.6	-3.1	-1	12	-3	-2	28	-15
24	Clc1ccc(-c2csc(N/N=C/c3cccnc3)n2)c(Cl)c1	6	-1.9	-0.6	0	nt	0	3	-12	-13
25	COc1ccccc1CNC(=O)Cc1ccccc1	0	-1.8	-1.7	1	12	-6	0	-2	6

Sorted by length of the SMILES (smallest number first): three of the compounds above
no.	SMILES	IDE cell inh	IMP-1 inh	VIM-2 inhibitor	M18AAP inhibitor	NALP1 inh	p-CIP stab down	IDE cell activ	PHOSPHO1 block	GPR7 antagonist
19	CCc1nnc(NC(=O)OCc2ccccc2)s1	3	0.5	-3.0	10	37	-12	2	7	0
15	Cc1ccc(NC(=O)CSc2nc3[nH]ncc3c(=O)[nH]2)cc1	4	-2.2	-2.8	15	0	5	1	56	-11
20	CC(=O)Nc1cccc(C(=O)OCC(=O)NC(C)c2ccc(F)cc2)c1 (centres undefined)	3	-2.6	-2.7	-2	8	12	12	11	-18

Next results follow:
no.	SMILES	IDE cell inh	IMP-1 inh	VIM-2 inhibitor	M18AAP inhibitor	NALP1 inh	p-CIP stab down	IDE cell activ	PHOSPHO1 block	GPR7 antagonist
26	O=C(CNC(=O)c1ccccc1)N/N=C/c1ccc([N+](=O)[O-])s1	4	-2.6	-2.5	11	-9	-21	4	-8	-16
27	CC(=O)c1ccc(-c2ccc([C@H]3[C@@H]4C=CCC[C@@]4(C)C(=O)N3Cc3ccccc3)c(F)c2)cc1	-2	nt	nt	nt	22	-7	3	26	nt
28	COc1ccc(C(=O)NNC(=O)CCn2nnc(-c3ccc(Cl)cc3)n2)cc1OC	6	-2.4	-3.6	5	8	-12	-5	45	3
29	O=C(NCCCCc1ccccc1)c1ccc(Br)cc1	-2	-3.0	-2.0	-2	-8	-22	-4	14	-12
30	CCCC(=NCc1ccccc1)C1=C(O)C(C(=O)OC)C(C)(C)CC1=O (centres undefined)	9	-2.2	-2.0	-9	39	13	-6	5	-7
31	O=c1oc2c3c4c(cc2c2c1CCC2)OCCN4CCC3	6	-1.7	14*	1	16	-7	-5	27	-7
32	COc1ccc(CN2CCN(C(=O)C3CC(=O)N(C4CCCCCC4)C3)CC2)c(OC)c1OC (centres undefined)	-1	-0.9	-1.5	-2	-16	-11	3	23	-6
33	O=c1o[nH]c(-c2ccccc2)c1C=Nc1ccc(Cl)cc1	0	-1.2	-0.3	-14	12	-3	-1	-1	-6
34	Cc1ccc(CCCOC(=O)CN2CCCCC2)cc1	-6	-1.1	-0.8	3	7	7	5	-3	-19
35	O=C(Nc1ccc(Cl)c(Cl)c1)Nc1nnc(CC2=CCCCC2)s1	-8	-1.6	-1.1	-1	13	-2	3	-9	-7
36	CC1CCc2sc3nc(NCc4ccco4)n4ncnc4c3c2C1 (centres undefined)	-2	-1.4	-0.2	17	-4	-14	5	-14	-25
37	Cc1cc(C)c2c(CN3CCCCC3)cc(=O)oc2c1	1	-3.6	-0.6	-2	10	5	2	24	-14
38	Cc1ccc(-c2cc(C(=O)NN3CCOCC3)c3cc(Br)ccc3n2)o1	-3	-3.4	-2.5	-28	9	4	1	-1	-3
39	CCN1CCN(C(=S)c2ccc(Cl)cc2)CC1	5	2.2	-2.7	44*	1	-3	-2	94*	7
40	COC(=O)Cn1c(C(F)(F)F)nc2ccccc21	0	0.2	-2.3	-8	14	-4	4	6	-6
41	COc1ccccc1-c1cc(SC)c(C#N)c(=O)o1	-3	-0.9	-0.7	12	24	-3	3	16	-11
42	N#Cc1ccc(CSc2nnc(Nc3ccccc3)s2)cc1	6	-4.8	-3.4	-1	-10	-9	-1	-3	6
43	CSc1ncc(CN2CCN(C(C)C)C(CCO)C2)cn1 (centres undefined)	-7	-0.7	-2.4	4	-2	4	0	14	-19
44	c1ccc(Cc2nnc3n2N=C(c2ccccc2)CS3)cc1	0	-1.7	1.0	2	-24	-21	4	17	3
45	COC(=O)c1ccc(Nc2nc(C)nc3c2nnn3Cc2ccccc2)cc1	1	-5.0	0.2	0	-8	-6	5	nt	-15
46	CCOC(=O)N1CCC(NC(=O)c2cccc3c2C(=O)N(Cc2cccnc2)C3)CC1	6	-2.7	-4.1	-1	0	5	-2	20	-8
47	CC(C(=O)NN=C(c1ccccc1)c1ccccc1)N1CCCC1 (centres undefined)	3	-0.4	-0.5	0	13	-7	1	16	6
48	COc1ccccc1N(C)S(=O)(=O)c1ccc(C(=O)OCC(=O)Nc2ccccc2F)cc1	2	-2.0	0.8	2	17	6	-1	24	19
49	CC1(C)CC(=O)N(CC(=O)N2CCN(c3ncccn3)CC2)c2ccccc2S1(=O)=O	-1	-1.7	0.4	1	32	-8	4	42	-8
50	Cc1cccc(C)c1OCc1nnc(SCC(=O)NCc2ccccc2)o1	-7	-2.0	-1.6	-13	6	-6	9	-10	-1
51	CSCCC(NC(=O)c1ccc(Br)cc1)C(=O)O (centres undefined)	-3	-0.3	1.6	3	-13	-4	2	-139	-2
52	O=[N+]([O-])c1cccc(/C=N/Nc2nc(NCc3ccccc3)nc(N3CCOCC3)n2)c1	1	-4.5	-3.1	-2	16	-2	-4	-6	-5
53	Cc1cc(Br)ccc1NC(=O)C1CCN(C(=O)c2ccco2)CC1	-4	-4.0	-0.3	2	4	-5	3	45	-19
54	Clc1cccc(Cl)c1Cn1nnc(-c2cccs2)n1	2	-4.3	-2.3	-3	-54	-18	-4	-1	-10
55	COc1ccc(CCNS(=O)(=O)c2csc(C(N)=O)c2)cc1OC	-5	-1.1	-1.0	-1	7	-3	-2	32	-5
56	N#CCSc1nnc(COc2ccccc2)n1-c1ccccc1	-4	-3.3	1.1	-1	-10	5	4	13	-7
57	CC(SCC(=O)Nc1ccc(F)cc1)c1nc2ccccc2c(=O)[nH]1 (centres undefined)	0	-1.4	0.5	4	7	0	6	9	-10
58	c1ccc(-n2c(SCc3ccncc3)nnc2-c2ccco2)cc1	1	-2.5	-2.1	5	-18	-15	-3	49	-2
59	Cn1c(SCC(=O)Nc2ccc(Br)cn2)nnc1C1CC1	-2	-1.2	-1.7	-6	15	8	0	nt	-8
60	O=C(c1ccccc1)N1CCN(CCc2ccccc2)CC1	4	-3.9	-1.2	-13	12	-14	2	8	-4
61	CNc1nc(-c2ccc3c(c2)CCN3C(=O)c2ccccc2F)c(C)s1	3	-3.9	-2.3	1	0	-13	6	6	-13
62	O=S(=O)(NCc1ccccc1F)NCc1ccccc1F	6	-2.1	-1.9	3	-2	-1	-1	28	-14
63	Cc1ccccc1OCc1nnc(SCC(=O)Nc2ccc(N3CCOCC3)c(Cl)c2)n1C	0	-2.1	-2.1	-8	11	-8	3	44	-5
64	O=c1[nH]c(=O)n(Cc2ccccc2)c2c1C(C(F)(F)F)(C(F)(F)F)N=C(c1ccco1)N2	5	-4.3	-2.5	0	4	-2	-3	-15	-21
65	CN(C)c1nc2n(c(=O)n1)CCS2	3	-4.0	-3.0	4	-7	-3	0	-2	0
66	O=S(=O)(c1ccc2c(c1)OCCO2)N1CCN(c2nc(-c3cccnc3)nc3ccccc23)CC1	0	-1.8	-2.2	-2	-16	-6	nt	8	-2
67	CCCN(CCC)C(=O)Cn1c(=O)c2ccccc2n2c(=S)sc(-c3ccccc3C)c12	2	-1.0	-0.9	-5	4	-4	4	6	-12
68	CC(C)OC(=O)C1=C2SCC(=O)N2C(N)=C(C#N)C1	7	-0.2	-1.3	1	-21	3	0	2	-13
69	CCOC(=O)c1ccccc1N/C=C/C(=O)c1ccccc1	3	0.9	4.4	-7	nt	nt	3	nt	6
70	O=C(NCCCn1ccnc1)C(Cc1ccccc1)N1C(=O)c2ccccc2C1=O (centres undefined)	-3	-3.5	-3.1	29*	15	-2	6	6	-16
71	COc1ccc2oc(=O)c(C(=O)N3CCCc4ccccc43)cc2c1	-2	-2.5	-3.3	7	17	3	2	9	1
72	Cc1cc(=O)oc2c(C)c(OCC(=O)Nc3cccnc3)ccc12	-3	-2.8	3.1	1	30	-6	-2	15	-2
73	CC1=NN(c2ccccc2)C(=O)/C1=C/c1c(O)n(-c2ccc(F)c(Cl)c2)[nH]c1=O	5	-2.9	-2.8	3	10	-4	nt	-1	-11
